BAP1 block: inhibitors of BAP1 deubiquitinase, primary screen, biochemical, Ub-AMC fluorescence, kinetic; Ubiquitin carboxyl-terminal hydrolase BAP1 (Homo sapiens), Q92560; recombinant BAP1, Ub-AMC hydrolysis fluorescence kinetic; stronger effect = lower value; activity remaining (% of control), % at 20 µM; actives 0.48% (n = 72,000); AID 436, 2006;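 active = activity remaining at or below 50% of control, provided the compound also passes the data quality filters; inactive = the rest, including low values that fail the filters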;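 also: 100% = DMSO wells rate and 0% = substrate alone blank rate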
Target sequence (Q92560 whole entry, looked up): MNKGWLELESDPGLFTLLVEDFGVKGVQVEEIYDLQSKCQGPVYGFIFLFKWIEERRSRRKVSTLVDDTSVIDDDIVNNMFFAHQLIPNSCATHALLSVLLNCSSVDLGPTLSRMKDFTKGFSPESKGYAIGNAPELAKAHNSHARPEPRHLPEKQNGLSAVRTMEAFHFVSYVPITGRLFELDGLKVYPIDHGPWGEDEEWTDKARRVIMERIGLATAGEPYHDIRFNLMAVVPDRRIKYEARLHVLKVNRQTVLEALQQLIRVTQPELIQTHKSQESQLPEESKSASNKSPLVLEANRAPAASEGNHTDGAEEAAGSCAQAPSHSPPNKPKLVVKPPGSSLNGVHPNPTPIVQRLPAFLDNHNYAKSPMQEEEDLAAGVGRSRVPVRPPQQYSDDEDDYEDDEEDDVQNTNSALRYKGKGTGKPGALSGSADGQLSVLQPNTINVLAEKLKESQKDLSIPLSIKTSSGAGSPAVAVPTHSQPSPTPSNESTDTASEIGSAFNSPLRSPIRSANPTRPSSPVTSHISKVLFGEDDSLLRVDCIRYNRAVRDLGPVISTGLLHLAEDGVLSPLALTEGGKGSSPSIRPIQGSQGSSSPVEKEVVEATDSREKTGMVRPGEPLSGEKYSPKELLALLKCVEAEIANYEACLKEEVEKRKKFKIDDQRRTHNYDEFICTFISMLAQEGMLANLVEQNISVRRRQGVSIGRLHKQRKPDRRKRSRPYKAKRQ
HePTP inh: inhibitors of human HePTP phosphatase, primary screen, biochemical, absorbance, leukemia target. Tyrosine-protein phosphatase non-receptor type 7 (Homo sapiens), P35236. recombinant HePTP phosphatase activity, OD absorbance. inhibition, % at 20 µM. actives 0.64% (n = 110,000); in the data active = inhibition above about 50%;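 also: plate controls were vehicle for no effect and reference inhibitor for full effect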
Target sequence (P35236 whole entry, looked up): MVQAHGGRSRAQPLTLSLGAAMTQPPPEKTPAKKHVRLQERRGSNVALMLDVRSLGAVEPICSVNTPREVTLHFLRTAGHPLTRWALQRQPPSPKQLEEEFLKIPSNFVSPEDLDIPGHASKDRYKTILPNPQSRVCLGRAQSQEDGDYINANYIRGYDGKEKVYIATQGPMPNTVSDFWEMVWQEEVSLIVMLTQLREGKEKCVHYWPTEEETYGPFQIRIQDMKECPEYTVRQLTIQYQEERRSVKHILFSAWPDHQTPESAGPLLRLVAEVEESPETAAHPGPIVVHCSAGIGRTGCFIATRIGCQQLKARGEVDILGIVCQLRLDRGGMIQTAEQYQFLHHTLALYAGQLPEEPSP
* = called active by the depositor; . = not tested or not shown; & = joins results of further samples.

SMILES	BAP1 block	HePTP inh
O=C(O)CCCCCN1C(=O)C(=O)/C(=C(/O)c2ccccc2)C1c1ccc2c(c1)OCO2 (configuration not stated)	.	1
Cc1cccc(C)c1NC(=O)CSc1nnc(CCCCCNC(=O)OC(C)(C)C)o1	153	6
S=c1oc(-c2ccccc2Cl)nn1CN1CCCCC1	.	5
Cc1ccccc1-c1ccc(Nc2ccc(C(=O)N3CCOCC3)cc2)nn1	.	3
CCOc1cc([C@H]2[C@@H]3CCCC[C@]3(O)CCN2CC(=O)NCc2ccco2)ccc1O	108	12
Cc1cccc(OCCSc2nnc(-c3ccoc3C)n2C)c1	124	-1
O=C(/C(=C\c1ccc(Cl)cc1)c1nc2ccccc2s1)c1ccccc1	.	4
COc1cc(C2SCC(=O)N2c2c(C)n(C)n(-c3ccccc3)c2=O)ccc1O (configuration not stated)	.	5
CCc1ccc(NC(=O)CN2C(=O)c3ccccc3C2=O)cc1	.	5
O=C(CCn1cccc1)Nc1ccccc1F	96	-2
CC(C)CCn1cnc2c1c(=O)n(C)c(=O)n2C	91	.
COc1cc(/C=C2\C(=O)NC(=O)N(c3ccc(F)cc3)C2=O)ccc1O	.	-17
CC(O)CN1C(=O)C(CC(=O)Nc2ccc(Cl)cc2)SC1=Nc1ccccc1 (configuration not stated)	95	0
CS(=O)(=O)c1ccc(Cl)c(S(=O)(=O)NCc2ccccc2)c1	60	7
CCC(=O)N1CCc2cc(S(=O)(=O)CCC(=O)Nc3nc(C)cs3)ccc21	96	10
O=C(O)CCN1CCOCC1	93	-2
CCn1nc(NC(=O)c2ccco2)c2cc3ccccc3nc21	141	3
Cc1cc(C(=O)Nc2c[nH]c(=O)[nH]c2=O)ccc1[N+](=O)[O-]	58	-12
Oc1ccc(/C=N/Nc2nc(N3CCCC3)nc(N3CCCC3)n2)cc1O	.	-8
O=C(NCCCN1CCCC1)c1ccc(CS(=O)(=O)c2ccc(Br)cc2)o1	91	-5
O=C(Nc1ccc(S(=O)(=O)N2CCN(Cc3ccccc3)CC2)cc1)c1cnccn1	108	10
COc1cc(Cl)cc(/C=C2\SC(=S)N(C)C2=O)c1O	.	14
O=C(Nc1cc(Cl)cc(Cl)c1)S(=O)(=O)c1ccccc1	.	-9
COC(=O)c1ccc(N2C(=O)CC(NCCc3ccc(OC)cc3)C2=O)cc1 (configuration not stated)	.	-6
COc1ccc(OC)c(NC(=O)c2c(C)c(-c3ccccc3)nc3ccccc23)c1	.	7
Cc1ccc(CNC(=O)CSc2nc3ccccc3c(=O)n2CCCO)cc1	117	5
COc1ccc(CCNC(=O)Cc2cc(=O)[nH]c(=O)[nH]2)cc1OC	92	-7
C=COCCNC(=O)C(=O)Nc1ccccc1CC	.	8
COc1ccc(NC(=O)c2ccccc2Cl)cc1OC	.	-13
O=C(c1nc2nc(-c3ccccc3)cc(C(F)(F)F)n2n1)N1CCOCC1	.	6
COc1ccc(C(=O)CSc2n[nH]c(-c3ccccc3)n2)cc1[N+](=O)[O-]	.	-18
O=C(CN1CCCCC1)OCC1CCCO1 (configuration not stated)	.	2
O=C(C1CCCN(S(=O)(=O)c2cccc3nsnc23)C1)N1CCc2ccccc2C1 (configuration not stated)	93	-6
OC[C@H]1O[C@@H](n2cnc3cncnc32)[C@H](O)[C@@H]1O	94	.
COc1cccc(C(=O)Nc2cccc(NC(C)=O)c2)c1	97	-6
O=C(NCC1CCCO1)[C@@H]1CSC2c3ccccc3C(=O)N21 (some centres not stated)	105	-4

Exported with bars between the fields: entries from further up.
compound | BAP1 block | HePTP inh
O=C(Nc1cc(Cl)cc(Cl)c1)S(=O)(=O)c1ccccc1 | . | -9
CCc1ccc(NC(=O)CN2C(=O)c3ccccc3C2=O)cc1 | . | 5
C=COCCNC(=O)C(=O)Nc1ccccc1CC | . | 8
Cc1ccccc1-c1ccc(Nc2ccc(C(=O)N3CCOCC3)cc2)nn1 | . | 3
O=C(O)CCCCCN1C(=O)C(=O)/C(=C(/O)c2ccccc2)C1c1ccc2c(c1)OCO2 (configuration not stated) | . | 1
O=C(/C(=C\c1ccc(Cl)cc1)c1nc2ccccc2s1)c1ccccc1 | . | 4

Later entries
SMILES	BAP1 block	HePTP inh
COc1ccc(C(=O)Nc2ccc([N+](=O)[O-])cn2)cc1	.	8
COc1ccc(NC(=O)O/N=C\c2ccccc2Cl)cc1	.	-2
CCNC(=O)NC(=O)C(C)OC(=O)c1cccnc1SC (configuration not stated)	129	-16
CSc1nnc(-c2nnc(SC)n2-c2ccccc2)n1-c1ccccc1	141	6
NCCCCN=C(N)N	94	.
CCN1C(=O)/C(=C\c2ccc(-c3cccc(Cl)c3)o2)SC1=S	.	18
C#CCn1c2ccccc2c2ccccc21	76	.
COc1ccccc1N1CCN(C(=O)c2cc(-c3ccc(C)cc3)on2)CC1	73	6
COc1ccc(Cl)cc1NC(=O)COc1cccc(C)c1	.	4
CCOC(=O)c1oc2ccc(CNC3CCCCC3)c(Cl)c2c1C	.	9
COc1ccc(CNC(=O)c2cc(-n3cnnc3)ccc2Cl)cc1	.	2
CC(C)(C)SCCNC(=O)c1ccc(NS(C)(=O)=O)cc1	121	-14
COC(=O)c1ccccc1NC(=O)CS(=O)(=O)Cc1nc(-c2ccc(C)cc2)oc1C	79	4
CC(C)C(=O)Nc1sc2c(c1C#N)CCC2	93	.
Cc1ccc(NC(=O)c2ccc(C(=O)O)cc2C(=O)O)c(C)c1	.	-4
CN1CCC(O)(c2ccccc2)C(C)(C)C1 (configuration not stated)	.	5
Cc1ccc(N=Cc2c(O)n(-c3ccc(F)cc3)c(=O)[nH]c2=O)cc1	.	6
COC(=O)c1c(-c2cccc3ccccc23)csc1N	.	-6
COc1ccc2nc3oc(C(=O)N4CCN(c5cccc(C(F)(F)F)c5)CC4)cc3cc2c1	58	-4
C=CCNc1nc(NCCN2CCOCC2)nc(OC)n1	95	-4
O=c1[nH]c(N2CCOCC2)nc2ncn(Cc3ccccc3)c12	95	-7&-5
COc1cccc(CNC(=O)C2CCN(S(=O)(=O)c3c(C)nn(C)c3C)CC2)c1	95	7
Cc1cc(NC(=O)CSc2nnc(C)c(=O)[nH]2)no1	100	6
O=C(CC1CCCC1)OCn1nnc2ccccc2c1=O	105	10

A second format for part of the listing above:
C=CCNc1nc(NCCN2CCOCC2)nc(OC)n1
  BAP1 block: 95; HePTP inh: -4
COC(=O)c1c(-c2cccc3ccccc23)csc1N
  BAP1 block: .; HePTP inh: -6
O=C(CC1CCCC1)OCn1nnc2ccccc2c1=O
  BAP1 block: 105; HePTP inh: 10

(continued)
SMILES	BAP1 block	HePTP inh
CCO/C=C1\C(=O)N(c2ccccc2)C(=O)c2ccccc21	92	4
CC1(C)Cc2c(sc(NC(=O)C3(c4ccccc4)CCCC3)c2C#N)CO1	.	106*
COc1ccc(C(O)C(CN2CCOCC2)c2ccccc2)cc1 (configuration not stated)	80	4
O=C(NC1CCCC1)C1CC1c1ccccc1 (configuration not stated)	74	0
CCOc1ccc(NC(=O)/C(=C/c2ccccc2)c2ccccc2)cc1	.	-2
CCSc1nnc2c(n1)OC(c1ccc(-c3ccc(Cl)cc3)o1)Nc1ccccc1-2 (configuration not stated)	.	0
OC(COc1ccc(Cl)cc1)CN1C2=NCCCN2c2ccccc21 (configuration not stated)	98	-5
CCc1ccccc1NC(=O)CSc1nnc([C@@H](N)Cc2ccccc2)o1	.	-12
Clc1ccc(CSc2nnnn2-c2ccccc2)cc1	.	-20
COc1ccc(C2CC(C(F)(F)F)n3nc(C(=O)Nc4ccc5c(c4)OCO5)c(Cl)c3N2)cc1OC (configuration not stated)	.	-16
NC(=O)c1cc2ccc(O)cc2oc1=Nc1ccc(F)cc1	68	.
CCCSc1nc(N2CCOCC2)c2c(c1C#N)CCCC2	.	0
O=C1Nc2ccccc2C(O)(C(=O)NCc2ccco2)N1c1ccccc1 (configuration not stated)	.	1
CCCCSc1nnc2c(n1)OC(/C=C/c1ccc([N+](=O)[O-])o1)Nc1ccccc1-2 (configuration not stated)	.	-14
O=C(/C=C/c1ccccc1Cl)Nc1nccs1	.	-3
Cc1cnc(-c2nnc(N(C)C(=O)c3cnccn3)s2)cn1	106	5
Cc1csc(NC(=O)CSc2nc(C)cs2)n1	57	9
O=C(Cc1coc(-c2ccc(F)cc2)n1)N1CCOCC1	91	10
O=C(CCC(=O)N/N=C/c1ccc(Cl)s1)N/N=C/c1ccc(Cl)s1	.	-13
COc1ccc(/C=C/C(=O)NC(=S)Nc2ccc(I)cc2)cc1OC	.	-11
COCCN1CN(S(=O)(=O)c2ccccc2)c2nc3ccccc3nc21	54	1
Cc1ccc(N(CC(=O)NCc2ccco2)S(=O)(=O)c2ccc(F)cc2)cc1	.	7
Cc1cccc(N(C)S(=O)(=O)c2cccc3nsnc23)c1	.	1
CCOC(=O)c1[nH]cnc1C(=O)N1CCOCC1	77	-8&-18
Cc1cc2c(c(=O)n1CCCn1ccnc1)C(c1ccco1)C(C#N)=C(N)O2 (configuration not stated)	115	5
CCCCCN(C(=O)NC(=O)NC(C)CC)S(C)(=O)=O (configuration not stated)	119	4
O=C(NCC1CCCO1)c1cc(-c2ccccc2)on1 (configuration not stated)	128	12
O=C(CN1C(=O)C2(OCCO2)c2ccccc21)c1ccc(Cl)cc1	.	1
O=C1c2ccccc2C(=O)N1CCCCCCN1CCN(c2cccc(Cl)c2)CC1	148	.
O=C1OCCC1S(=O)(=O)c1ccc2ccccc2c1 (configuration not stated)	105	-10
Cc1ccc(-c2nc3cc(C)ccc3o2)cc1	89	1
O=C(COc1ccc(S(=O)(=O)N2CCCCC2)cc1)NCc1ccncc1	96	13
COc1ccc(OC)c(C2C(C#N)=C(N)Oc3c2c(C)nn3-c2cccc(Cl)c2)c1 (configuration not stated)	78	0
COC(=O)Cn1cnc2c(C#N)c3n(c2c1=O)CCCCC3	96	-4
CC(=O)NCCOC(=O)Nc1ccncc1	.	-11
CCn1c(COc2ccccc2)nnc1SCC(=O)NC1CCCCC1	121	.
C=C(C)COc1cc2oc(=O)c3c(c2cc1Cl)CCCC3	.	3
O=C(Nc1ccc2c(c1)OCO2)C1CCN(C(=O)CSc2ncnc3ccccc23)CC1	.	2
c1ccc2oc(CCc3nc4ccccc4o3)nc2c1	100	-3
COc1ccccc1/C=C(\C#N)C(=O)Nc1ccc(F)cc1	.	6
Cc1c(OCC(F)(F)F)ccnc1CS(=O)c1nc2ccccc2[nH]1 (configuration not stated)	126&96	-4
CC(=O)c1c(C)[nH]c(C(=O)Nc2cc(C)ccc2C)c1C	95	-3
COC(=O)c1ccc(OC(=O)c2ccc(OC)c(OC)c2)c(OC)c1	79	7
C=CC(=O)NC(NC(=O)C=C)c1ccc(Br)cc1	.	1
COc1ccc(-c2cc(C(=O)Nc3nc4ccc(S(C)(=O)=O)cc4s3)c3ccccc3n2)cc1	.	11
COc1cc(/C=C2\SC(=S)N(c3ccc([N+](=O)[O-])cc3)C2=O)ccc1OC(=O)c1cccc(C)c1	.	4
Cc1cccc(OCC(=O)N/N=C/c2ccc(OC(=O)c3cccs3)cc2)c1	.	3
COCCSc1ccccc1C(=O)Nc1nnc(COC)s1	97	2
O=C1CC2c3ccccc3C1C1C(=O)N(c3ccc(Br)cc3)C(=O)C21 (configuration not stated)	.	10
Cc1cc(C)c(/C(=C2\OC(=O)c3ccccc32)[N+](=O)[O-])cc1C	.	2
Fc1ccccc1OCCCN1CCOCC1	96	-2
COc1cc(/C=C2/SC(=S)N(C)C2=O)ccc1OCCSc1ccc(Cl)cc1	.	-12
COc1cc(-c2nc(Cc3ccccc3Cl)no2)cc(OC)c1OC	105	1
COC(=O)C(NC(=O)CCC1CCCCC1)C12CC3CC(CC(C3)C1)C2 (configuration not stated)	.	-6
COC(=O)c1cc(-c2ccc(C)cc2)nc2ccccc12	.	1
CCOc1ccc(C(=O)N2CCN(Cc3ccccc3)CC2)cc1	95	-4&7
O=C(Nc1ccc(F)cc1F)c1cccc(I)c1	.	-23
CCOc1cc(OCC)cc(C(=O)Nc2cccc(-c3nc4ncccc4o3)c2C)c1	.	0
Cc1cc(C(F)(F)F)nn1CC(=O)Nc1ccc(Cl)cc1Cl	.	-3
CC1=NN(C(=O)c2cccc([N+](=O)[O-])c2)C(O)(c2ccc(Br)cc2)C1 (configuration not stated)	.	8

(listing goes on)
SMILES	BAP1 block	HePTP inh
COc1ccc(C=Cc2ccc([N+](=O)[O-])cc2)cc1	138	.
O=C(COc1cccc2ccccc12)NCCCN1CCOCC1	.	-8
O=C(Cn1nnc2ccccc21)NCc1ccccc1	82	4
CCCOc1ccc(-c2csc(NC(=O)c3ccc(S(=O)(=O)N4CC(C)CC(C)C4)cc3)n2)cc1 (configuration not stated)	98	.
Cc1ccc2oc(-c3ccc(N=CC=Cc4cccc([N+](=O)[O-])c4)cc3)nc2c1	405	.
O=C1C2C(C(=O)N1c1ccccc1)C1(c3ccccc3)C(=O)C2(c2ccccc2)C(c2ccccc2)=C1c1ccccc1 (configuration not stated)	.	9
CCOC(=O)C1CCCN(C(=O)c2cc3c(=O)n(C)c4ccccc4c3n2C)C1 (configuration not stated)	93	1
COc1cc(OC)cc(C(=O)Nc2ccc(O)c(-c3nc4ccccc4o3)c2)c1	.	-1
CCN1C(=O)c2ccccc2S(=O)(=O)c2ccc(C(=O)NCc3cccnc3)cc21	97	-8
O=C(c1ccco1)N1CCN(C(=O)c2snc3ccc(Cl)cc23)CC1	107	1
CCOC(=O)C1CCN(C(=O)c2ccc(OCC)c(OCC)c2)CC1	113	11
CCOC(=O)c1c(C)nc2c(C#N)c(C)n(-c3ccccc3)c2c1-c1ccc(Br)cc1	65	.

Source: PubChem BioAssay (several laboratories)

Compounds as they come. Share with any hit: about 0.91%.
